CXCR6 inh – inhibitors of human CXCR6 receptor | O00574 | CHO-K1 PathHunter CXCR6 beta-arrestin, luminescence | inhibition, % at 20 µM | 360,000 tested, 0.36% active | AID 602244; in the data active = inhibition above about 34%, passing the limit was not always enough;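 also: antagonist mode with CXCL16 agonist at 10 nM final; 0% = 10 nM CXCL16 with DMSO and 100% = unstimulated wells without agonist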
Gli-Sufu block – Gli-Sufu pathway antagonism; Sufu-KO-LIGHT fibroblasts, Gli luciferase reporter luminescence; inhibition, % at 5 µM; 340,000 tested, 0.74% active; AID 588413;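 active = inhibition above about 55%, limit read from the data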;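 also: 0% = DMSO-treated cells and 100% = wells with medium but no cells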
CCR6 antagonist – antagonists of human CCR6 receptor; P51684; CHO-K1 CCR6 PathHunter beta-arrestin, luminescence, CCL20-stimulated; inhibition, % at 20 µM; 340,000 tested, 0.49% active; AID 493098;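 active = compounds whose inhibition of the agonist-driven luminescence signal at 20 µM reaches about 50%, limit read from the data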;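 also: cells stimulated with CCL20 at 14 nM final; plate controls were DMSO with CCL20 for no effect and DMSO without agonist for full effect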
Target sequence (P51684 whole entry, looked up): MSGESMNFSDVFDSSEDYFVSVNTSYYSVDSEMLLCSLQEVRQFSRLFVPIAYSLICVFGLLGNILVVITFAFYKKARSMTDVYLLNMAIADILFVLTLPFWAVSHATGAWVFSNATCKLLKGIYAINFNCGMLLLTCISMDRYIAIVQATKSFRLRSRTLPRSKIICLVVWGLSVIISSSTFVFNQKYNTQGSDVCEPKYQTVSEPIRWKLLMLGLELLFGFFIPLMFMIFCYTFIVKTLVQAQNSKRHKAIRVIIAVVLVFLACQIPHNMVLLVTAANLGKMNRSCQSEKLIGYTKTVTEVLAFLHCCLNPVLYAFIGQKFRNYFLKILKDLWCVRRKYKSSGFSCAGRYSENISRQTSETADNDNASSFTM
697 NFkB inh – inhibitors of the PMA/ionomycin-induced NF-kB reporter in 697 B cells. 697 B-cell NF-kB luciferase reporter, 16 h. AID 435022. inhibition, % at 4 µM. 330,000 tested, 0.33% active; in the data active = inhibition above about 35%
Jurkat NFkB inh – lowers PMA/ionomycin-induced NF-kB signal in Jurkat cells; PMA/ionomycin-induced NF-kB luciferase reporter, luminescence; inhibition, % at 4 µM; 330,000 tested, 0.53% active; AID 435003; in the data active = inhibition above about 50%
EBI2 block – blocks human EBI2 receptor beta-arrestin signaling | P32249 | EBI2 beta-arrestin recruitment, luminescence, 7a,25-OHC stimulated | inhibition, % at 5 µM | 360,000 tested, 0.81% active | AID 651636; in the data active = inhibition above about 38%;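 also: enzyme fragment complementation signal reports receptor beta-arrestin coupling in cells; 0% = agonist plus DMSO wells and 100% = wells without agonist; some results beyond the cut were filed as inactive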
UBC13 inh – blocks human UBC13 polyubiquitin chain formation; 330,000 tested, 0.47% active; TR-FRET; P61088; AID 485273; inhibition, % at 20 µM; in the data active = inhibition above about 45%, passing the limit was not always enough
Target sequence (P61088 whole entry, looked up): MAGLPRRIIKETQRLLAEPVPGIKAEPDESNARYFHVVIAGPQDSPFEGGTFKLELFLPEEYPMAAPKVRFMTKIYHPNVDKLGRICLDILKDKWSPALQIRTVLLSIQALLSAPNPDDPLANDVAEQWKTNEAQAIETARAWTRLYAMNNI
APJ antag – APJ receptor antagonism. P35414. CHO-K1 APJ beta-arrestin complementation, luminescence. inhibition, % at 20 µM. 330,000 tested, 0.32% active. AID 2521;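 active = inhibition above about 40% at 20 µM, limit read from the data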;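 also: cells challenged with 10 nM apelin-13 agonist together with compound; plate controls were apelin-13 plus DMSO wells for no effect and DMSO wells lacking apelin-13 for full effect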
Target sequence (P35414 whole entry, looked up): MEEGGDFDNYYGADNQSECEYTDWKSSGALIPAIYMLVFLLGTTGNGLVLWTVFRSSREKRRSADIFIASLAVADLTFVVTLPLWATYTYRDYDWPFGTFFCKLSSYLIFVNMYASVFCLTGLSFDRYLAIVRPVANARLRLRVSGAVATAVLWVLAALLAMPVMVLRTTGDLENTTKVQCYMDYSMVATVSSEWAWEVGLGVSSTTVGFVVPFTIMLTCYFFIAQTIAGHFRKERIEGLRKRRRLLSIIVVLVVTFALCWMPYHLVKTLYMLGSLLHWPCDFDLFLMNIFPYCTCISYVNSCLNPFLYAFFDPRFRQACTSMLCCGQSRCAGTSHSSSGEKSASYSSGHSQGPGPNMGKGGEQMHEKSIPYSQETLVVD
* = called active by the depositor. The order is random. Share with any hit: about 3%.

What do the screens show for `CCOc1ccccc1/C=N/Nc1cc(C)nc2ccc(C)cc12`?
CXCR6 inh: 16.3; Gli-Sufu block: -15.8; CCR6 antagonist: 8.6; 697 NFkB inh: 3.6; Jurkat NFkB inh: -25.6; EBI2 block: 8.7; UBC13 inh: 5.1; APJ antag: -10.1

How did O=C(Cc1c(F)cccc1Cl)Nc1ccc(S(=O)(=O)NCC2CCCO2)cc1 (centres undefined) do in these assays?
CXCR6 inh: 11.6; Gli-Sufu block: -4.9; CCR6 antagonist: 9.0; 697 NFkB inh: 13.7; Jurkat NFkB inh: -6.1; EBI2 block: -7.8; UBC13 inh: 2.7; APJ antag: 8.8

Results for COC(=O)[C@]1(C)N[C@H](CN(C)C(=O)c2ccc(F)cc2)[C@@H]2C(=O)N(C)C(=O)[C@@H]21 ?
CXCR6 inh: 3.1; Gli-Sufu block: -20.2; CCR6 antagonist: -2.0; 697 NFkB inh: 5.3; Jurkat NFkB inh: -5.7; EBI2 block: -4.5; UBC13 inh: -7.7; APJ antag: 4.2

What do the screens show for `CC[n+]1c(/C=C(\C)Nc2ccccc2)sc2ccccc21`?
CXCR6 inh: -0.3; Gli-Sufu block: 11.5; CCR6 antagonist: 31.4; EBI2 block: 4.5

How did CC(C)C[C@@H](CN)NC(=O)c1nc[nH]c1C(=O)N[C@@H](C)C(=O)CNC[C@H](C)NC(=O)c1nc[nH]c1C(=O)N[C@@H](C)C(=O)O do in these assays?
CXCR6 inh: 4.0; Gli-Sufu block: -1.7; CCR6 antagonist: -1.3; EBI2 block: -11.2

How did COc1ccc(S(=O)(=O)N2CCCC(C(=O)Nc3cccc(C(C)=O)c3)C2)cc1 (centres undefined) do in these assays?
CXCR6 inh: -5.4; Gli-Sufu block: -0.3; CCR6 antagonist: 2.5; 697 NFkB inh: 10.6; Jurkat NFkB inh: 7.4; EBI2 block: 5.1; UBC13 inh: 7.0; APJ antag: 0.9

Results for O=C(Nc1ccc(Cl)c(-c2nc3ccccc3[nH]2)c1)c1cccnc1 ?
CXCR6 inh: 6.2; Gli-Sufu block: 2.6; CCR6 antagonist: 15.8; 697 NFkB inh: 9.8; Jurkat NFkB inh: 4.0; EBI2 block: 0.0; UBC13 inh: 5.0; APJ antag: -16.8

Results for CC(C)(C)NC(=O)C1CCN(C(=O)c2ccco2)CC1 ?
CXCR6 inh: 10.6; Gli-Sufu block: 18.2; CCR6 antagonist: 18.6; 697 NFkB inh: 10.4; Jurkat NFkB inh: 10.5; EBI2 block: -0.9; UBC13 inh: 5.3; APJ antag: 9.1

What do the screens show for `O=C(COC(=O)c1cc(-c2cccs2)nc2ccccc12)NCc1ccco1`?
CXCR6 inh: 16.4; Gli-Sufu block: 9.4; CCR6 antagonist: 21.4; 697 NFkB inh: 4.6; Jurkat NFkB inh: 12.9; EBI2 block: 5.4; UBC13 inh: -1.9; APJ antag: 8.7

What do the screens show for `O=C(O)C1C2CCCCC2=C2CCCCC2C1C(=O)O` (centres undefined)?
CXCR6 inh: 3.1; Gli-Sufu block: 1.3; CCR6 antagonist: -18.6; 697 NFkB inh: 23.4; Jurkat NFkB inh: 9.0; EBI2 block: -2.6; UBC13 inh: 10.0; APJ antag: 10.9

Results for CCN(CC(=O)NCc1cccs1)C(=O)c1cccc(S(=O)(=O)Nc2ccc(F)cc2)c1 ?
CXCR6 inh: 7.4; Gli-Sufu block: -0.7; CCR6 antagonist: 2.9; EBI2 block: 2.4

What do the screens show for `Oc1ccc(C23CCCC2C2(CCCC2)c2ccc(O)cc2O3)c(O)c1` (centres undefined)?
CXCR6 inh: -14.3; Gli-Sufu block: -7.0; CCR6 antagonist: -5.1; 697 NFkB inh: -7.2; Jurkat NFkB inh: 8.2; EBI2 block: 13.4; UBC13 inh: 15.7; APJ antag: 2.1

What do the screens show for `Cc1ccccc1NC(=O)C1c2ccccc2Oc2ccccc21`?
CXCR6 inh: -2.8; Gli-Sufu block: 3.3; CCR6 antagonist: 29.2; 697 NFkB inh: -6.4; Jurkat NFkB inh: -6.0; EBI2 block: -2.1; UBC13 inh: -11.1; APJ antag: 16.3

What do the screens show for `CCCCCn1c(=O)[nH]c2cc(C(=O)NCCCN(CC)CC)ccc2c1=O`?
CXCR6 inh: 5.1; Gli-Sufu block: 6.4; CCR6 antagonist: 6.8; 697 NFkB inh: -26.3; Jurkat NFkB inh: -20.3; EBI2 block: -9.3; UBC13 inh: 11.3; APJ antag: -8.1

How did COc1ccc2[nH]c3c(c2c1)CCN1C(=O)C(CC(=O)NCCCN(C)C)C[C@H](C(=O)N(C(C)C)C(C)C)[C@@]31C (some centres undefined) do in these assays?
CXCR6 inh: -0.7; Gli-Sufu block: 10.3; CCR6 antagonist: 0.5; 697 NFkB inh: -16.1; EBI2 block: -1.5

What do the screens show for `COC(=O)CCC(=O)Nc1cc(S(=O)(=O)Nc2ccc(Cl)cc2)ccc1N1CCOCC1`?
CXCR6 inh: 0.5; Gli-Sufu block: 9.3; CCR6 antagonist: -5.9; 697 NFkB inh: -2.5; Jurkat NFkB inh: 11.7; EBI2 block: -8.8; UBC13 inh: 8.2; APJ antag: 5.7

Results for Cc1ccc(NC(=S)Nc2cccnc2)c(S(=O)(=O)N2CCCCC2)c1 ?
CXCR6 inh: -18.3; Gli-Sufu block: -14.0; CCR6 antagonist: 16.3; 697 NFkB inh: -8.9; Jurkat NFkB inh: -1.2; EBI2 block: 0.3; UBC13 inh: -11.1; APJ antag: -0.4

What do the screens show for `CC(C)(C)NC(=O)COc1ccc(CNn2nnnc2N)cc1`?
CXCR6 inh: 1.5; Gli-Sufu block: -1.6; CCR6 antagonist: -10.9; 697 NFkB inh: -22.6; Jurkat NFkB inh: -11.4; EBI2 block: -3.0; UBC13 inh: 0.4; APJ antag: -9.0

Results for COc1cc2[nH]c(C(=O)NN)c(N)c2cc1OC ?
697 NFkB inh: 6.2; Jurkat NFkB inh: 11.5; UBC13 inh: 34.8; APJ antag: 20.5

What do the screens show for `NC(=O)c1c(NC(=O)c2ccncc2)sc2c1CCCC2`?
CXCR6 inh: -1.5; Gli-Sufu block: -27.8; CCR6 antagonist: 10.5; 697 NFkB inh: -28.6; Jurkat NFkB inh: -11.1; EBI2 block: -11.8; UBC13 inh: 4.6; APJ antag: 1.0

Looked up by structure from the entries so far, 3 records:
What do the screens show for `CC(C)(C)NC(=O)COc1ccc(CNn2nnnc2N)cc1`?
CXCR6 inh: 1.5; Gli-Sufu block: -1.6; CCR6 antagonist: -10.9; 697 NFkB inh: -22.6; Jurkat NFkB inh: -11.4; EBI2 block: -3.0; UBC13 inh: 0.4; APJ antag: -9.0

Results for O=C(Nc1ccc(Cl)c(-c2nc3ccccc3[nH]2)c1)c1cccnc1 ?
CXCR6 inh: 6.2; Gli-Sufu block: 2.6; CCR6 antagonist: 15.8; 697 NFkB inh: 9.8; Jurkat NFkB inh: 4.0; EBI2 block: 0.0; UBC13 inh: 5.0; APJ antag: -16.8

What do the screens show for `CC[n+]1c(/C=C(\C)Nc2ccccc2)sc2ccccc21`?
CXCR6 inh: -0.3; Gli-Sufu block: 11.5; CCR6 antagonist: 31.4; EBI2 block: 4.5

Next entries follow.
Results for O=c1[nH]c(-c2ccccc2)c(-c2ccccc2)o1 ?
CXCR6 inh: -5.7; Gli-Sufu block: -2.1; CCR6 antagonist: 3.6; 697 NFkB inh: 4.1; Jurkat NFkB inh: 2.3; EBI2 block: -0.6; UBC13 inh: 15.2; APJ antag: -5.3

How did CCc1ccccc1N(CC(=O)N1CCc2ccccc2C1)S(C)(=O)=O do in these assays?
CXCR6 inh: 9.9; Gli-Sufu block: 6.0; CCR6 antagonist: 7.4; 697 NFkB inh: 9.2; Jurkat NFkB inh: -4.3; EBI2 block: -8.7; UBC13 inh: -6.4; APJ antag: 4.9

What do the screens show for `O=C(N/N=C/c1ccc([N+](=O)[O-])o1)C(=O)Nc1ccc(C(=O)O)cc1`?
CXCR6 inh: -9.1; Gli-Sufu block: 0.5; CCR6 antagonist: -0.2; 697 NFkB inh: 10.8; Jurkat NFkB inh: -1.2; EBI2 block: 4.8; UBC13 inh: 1.6; APJ antag: -75.5

What do the screens show for `CCOC(=O)c1nnn(CC(=O)NC(=O)Nc2cccc(CC)c2)c1C(=O)OCC`?
CXCR6 inh: -5.0; Gli-Sufu block: -0.2; CCR6 antagonist: 7.5; 697 NFkB inh: 13.1; Jurkat NFkB inh: 7.5; EBI2 block: 5.7; UBC13 inh: -11.2; APJ antag: -15.4

What do the screens show for `Cc1ccncc1CNC(=O)c1ccccc1`?
CXCR6 inh: -4.4; Gli-Sufu block: -1.4; CCR6 antagonist: 6.8; EBI2 block: 1.6

How did CN(C)S(=O)(=O)c1ccc(Cl)c(NC(=O)COC(=O)/C=C/c2ccc(S(=O)(=O)N3CCOCC3)cc2)c1 do in these assays?
CXCR6 inh: 3.3; CCR6 antagonist: 13.3; 697 NFkB inh: -50.2; Jurkat NFkB inh: 12.8; EBI2 block: 5.9; UBC13 inh: -10.9; APJ antag: -9.2

Results for O=C(NCC1CCN(Cc2ccccc2Cl)CC1)Nc1ccccc1F ?
CXCR6 inh: 0.8; Gli-Sufu block: 6.0; CCR6 antagonist: 14.7; 697 NFkB inh: 4.4; Jurkat NFkB inh: 6.6; EBI2 block: 11.6; UBC13 inh: 8.4; APJ antag: 15.8

What do the screens show for `CC(C)NC(=O)c1ccc(Cl)cc1Cl`?
CXCR6 inh: 3.7; Gli-Sufu block: -6.1; CCR6 antagonist: 8.2; 697 NFkB inh: 20.4; Jurkat NFkB inh: 18.0; EBI2 block: -10.1; UBC13 inh: 0.7; APJ antag: 13.2

How did CCOc1ccc(-n2c(=O)c3c4c(sc3n(CC(=O)NCC3CCCO3)c2=O)CCC4)cc1 (centres undefined) do in these assays?
CXCR6 inh: -0.3; Gli-Sufu block: 13.3; CCR6 antagonist: 2.2; 697 NFkB inh: 25.9; Jurkat NFkB inh: 9.0; EBI2 block: 2.0; UBC13 inh: -1.1; APJ antag: 3.3

How did CC1CCCCC12NC(=O)N(CC(=O)NC(=O)Nc1ccc3c(c1)OCCO3)C2=O (centres undefined) do in these assays?
CXCR6 inh: -4.9; Gli-Sufu block: -86.0; CCR6 antagonist: 11.4; 697 NFkB inh: -101.1; Jurkat NFkB inh: -92.5; EBI2 block: 13.4; UBC13 inh: -0.3; APJ antag: -11.9

What do the screens show for `CC(=O)N1CCN(C2=NC(=O)/C(=C/c3ccc(OS(=O)(=O)c4ccccc4)cc3)S2)CC1`?
CXCR6 inh: 16.7; Gli-Sufu block: 3.0; CCR6 antagonist: 21.9; 697 NFkB inh: 7.8; Jurkat NFkB inh: 19.0; EBI2 block: -1.9; UBC13 inh: 0.8; APJ antag: 3.0

What do the screens show for `CCOC(=O)c1c(NC(=O)C2CCCCC2C(=O)O)sc2c1CCCCC2` (centres undefined)?
CXCR6 inh: -1.5; Gli-Sufu block: -3.8; CCR6 antagonist: 13.2; 697 NFkB inh: -2.6; Jurkat NFkB inh: 12.6; EBI2 block: -0.2; UBC13 inh: -5.4; APJ antag: -5.2

Results for Cc1cc(C)cc(NC(=O)c2ccc(CNc3c(N4CCOCC4)c(=O)c3=O)cc2)c1 ?
CXCR6 inh: -4.2; Gli-Sufu block: -0.3; CCR6 antagonist: 11.6; 697 NFkB inh: 11.9; Jurkat NFkB inh: 1.7; EBI2 block: 2.9; UBC13 inh: -3.6; APJ antag: 8.3

How did Cc1ccc2c(c1)c(CC(=O)Nc1ccc(C)c(F)c1)c(C(=O)O)n2C do in these assays?
CXCR6 inh: 3.1; Gli-Sufu block: 2.1; CCR6 antagonist: 9.1; 697 NFkB inh: 3.3; Jurkat NFkB inh: 10.8; EBI2 block: -0.2; UBC13 inh: -2.5; APJ antag: -0.2

How did COc1ccc(O)c(/C=N/NC(=O)c2cc(=O)[nH]c3ccccc23)c1 do in these assays?
CXCR6 inh: 11.1; Gli-Sufu block: -0.6; CCR6 antagonist: 24.7; 697 NFkB inh: 20.4; Jurkat NFkB inh: 12.2; EBI2 block: 7.3; UBC13 inh: 10.2; APJ antag: 9.1

How did O=C(CSc1nnnn1-c1ccc(O)cc1)c1ccc(F)cc1 do in these assays?
CXCR6 inh: 8.4; Gli-Sufu block: -1.3; CCR6 antagonist: 7.2; 697 NFkB inh: -11.4; Jurkat NFkB inh: -9.5; EBI2 block: 5.6; UBC13 inh: 5.6; APJ antag: -9.8

Bioassay records as filed in PubChem BioAssay.
